From PubChem
NTMT1 inhibitor: NTMT1 methyltransferase inhibition; 59,000 tested, 2.5% active; AID 1645870; Potency, µM (top dose mostly 114 µM), for inactives: top-dose activity change, negative = inhibition, actives largely listed as inhibitors; NTMT1 MTase-Glo SAH luminescence, purified enzyme; Q9BV86;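 also: potency is read from the fitted curve at half-maximal effect; plate controls were DMSO vehicle for no effect and no enzyme for full effect; nearly all actives have a fitted effect of over 65% in size; many of its hits are not listed in these tables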
Target sequence (Q9BV86 whole entry, looked up): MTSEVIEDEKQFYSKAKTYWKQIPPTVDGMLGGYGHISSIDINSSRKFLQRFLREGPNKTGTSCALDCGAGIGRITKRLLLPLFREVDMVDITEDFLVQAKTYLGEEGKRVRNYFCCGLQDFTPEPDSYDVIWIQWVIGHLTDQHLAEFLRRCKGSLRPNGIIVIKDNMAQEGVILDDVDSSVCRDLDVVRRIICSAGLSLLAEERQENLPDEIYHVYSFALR
p53null 32C tox: selectivity test: cytotoxicity in p53 null cells, permissive temperature; H1299-neo p53 null cells, ATP luminescence, 24 h, 32C; Potency, µM (doses to about 46.1 µM), without a hit: at the highest dose activity change, negative = cytotoxicity, actives largely listed as cytotoxic; 55,000 tested, 0.62% active; AID 903;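 also: potency is read from the fitted curve at half-maximal effect; 0% = DMSO only and -100% = full killing by 100 µM tamoxifen; nearly all actives have a fitted effect of over 55% in size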
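H1299-neo (p53-null) cells, 600/well, were pre-incubated overnight at 37C, then exposed to compounds at up to 46 uM for 24 hr at 32C. Viability was measured as ATP content by luminescence, and AC50 values came from Hill fits.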
GALK inh: inhibitors of human galactokinase (GALK). P51570. 44,000 tested, under 10 active. recombinant GALK, Kinase-Glo ATP luminescence, 1 h. Potency, µM (series often up to 57.5 µM), without a hit: top-dose activity, negative = inhibition, most hits filed as inhibitors;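 also: plate controls were full GALK reaction for no effect and reaction lacking GALK for full effect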
Target sequence (P51570 whole entry, looked up): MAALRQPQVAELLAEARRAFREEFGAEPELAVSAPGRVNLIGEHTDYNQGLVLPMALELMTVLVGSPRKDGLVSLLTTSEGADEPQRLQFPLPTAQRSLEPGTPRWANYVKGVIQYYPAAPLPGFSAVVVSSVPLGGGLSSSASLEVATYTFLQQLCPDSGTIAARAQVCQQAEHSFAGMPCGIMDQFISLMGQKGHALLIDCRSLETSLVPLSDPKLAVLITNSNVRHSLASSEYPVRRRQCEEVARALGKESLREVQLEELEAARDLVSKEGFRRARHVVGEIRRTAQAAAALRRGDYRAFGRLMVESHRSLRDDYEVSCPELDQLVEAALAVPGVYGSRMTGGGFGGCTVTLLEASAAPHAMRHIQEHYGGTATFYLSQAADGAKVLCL
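Luminescent ATP-depletion readout (Kinase-Glo Plus, 10 min) after 1 h RT reaction of 5 nM GALK, 35 uM ATP, 100 uM galactose, pH 8.0 HEPES buffer. Decreased kinase activity scored as inhibition.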
p53null 39C tox: kills p53 null cells at the nonpermissive temperature. H1299 p53-null (neo) cells, 39C, ATPlite viability, 24 h. Potency, µM (doses to about 46.1 µM), for the others: top-dose activity, negative = cell killing, hits mostly cytotoxic. 55,000 tested, 0.97% active. AID 904;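 also: potency is read from the fitted curve at half-maximal effect; 0% = DMSO only and -100% = full killing by 100 µM tamoxifen; nearly all actives have a fitted effect of over 50% in size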
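Cells seeded at 600/well, 37C overnight. Compound added (up to 46 uM), plates shifted to 39C for 24 hr. ATPlite added, luminescence read after 20 min at room temperature.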
B2AR arrestin ag: agonists recruiting beta-arrestin to human beta2-adrenergic receptor; P07550; 44,000 tested, under 10 active; HTLA Tango cells, beta-arrestin recruitment, luciferase luminescence, 18 h; Potency, µM (highest dose often 46.1 µM), without a hit: at the highest dose activation, most hits filed as activators;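 also: potency is read from the fitted curve at half-maximal effect; 0% = DMSO and full agonism = EC100 isoproterenol or metaproterenol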
Target sequence (P07550 whole entry, looked up): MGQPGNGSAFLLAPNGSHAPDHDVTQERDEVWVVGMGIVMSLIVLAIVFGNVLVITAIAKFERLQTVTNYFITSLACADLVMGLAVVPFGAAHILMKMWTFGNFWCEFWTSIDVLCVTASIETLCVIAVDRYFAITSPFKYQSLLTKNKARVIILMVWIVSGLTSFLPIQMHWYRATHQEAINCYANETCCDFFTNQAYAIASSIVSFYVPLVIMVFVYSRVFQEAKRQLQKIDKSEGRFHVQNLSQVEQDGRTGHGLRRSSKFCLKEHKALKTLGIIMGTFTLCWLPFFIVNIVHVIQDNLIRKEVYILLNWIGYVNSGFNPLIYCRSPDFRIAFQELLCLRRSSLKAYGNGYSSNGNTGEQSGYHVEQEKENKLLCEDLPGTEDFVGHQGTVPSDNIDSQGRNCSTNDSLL
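First, Tango cells carrying beta2-AR and beta-arrestin fusions received compound up to 46 microM. After 18 hr at 37 degrees C, luciferase substrate was added for 15 minutes, then luminescence gave %Activity for curve fitting.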
PTAP-TSG101 blk: blocks PTAP binding to human TSG101, validation; Fluorescence polarization, FITC-PTAP peptide/Tsg101, 20 min; Potency, µM (top dose mostly 115 µM), for inactives: at the top dose activity change, negative = inhibition, usual class: inhibitors; 44,000 tested, under 10 active; AID 1347069; also: potency is read from the fitted curve at half-maximal effect; 0% is about no effect
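Compounds pinned into 10 uM Tsg101 binding domain, then 50 nM FITC-PTAP peptide added in pH 7.5 HEPES buffer; FP read after 20 min, room temperature. Total S+P intensity flags fluorescent compounds; active cut-off <25 µM, efficacy <60%.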
FH mod: Identification of activators of human fumarate hydratase by quantitative high-throughput screening; Potency, µM (series often up to 79.9 µM), for the others: at the top dose activity change, negative = inhibition, most hits filed as inhibitors; 54,000 tested, 0.22% active; Fumarate hydratase, mitochondrial (Homo sapiens), P07954; AID 1347055, 2019; FH coupled MDH/diaphorase resazurin fluorescence, 15 min; also: potency is read from the fitted curve at half-maximal effect; % is scaled to controls: 0 for no effect and ±100 for the full control effect; the screen sought activators but most active calls are inhibition curves; nearly all actives have a fitted effect of over 45% in size
* marks the source's active call; other numbers are inactive results; u = inconclusive; x = not tested or not shown; [ ] = remark or other dose. Calls follow the shape of the dose curve; as a rule, active = well fitted curve in the direction sought with a large enough effect; inconclusive = small, poorly fitted or top-dose-only effect, or another doubt; inactive = no such curve, though single readings can be large; an effect the other way counts as inactive or inconclusive. A portion of the library, so the mix of outcomes need not match the whole.

SMILES | NTMT1 inhibitor | p53null 32C tox | GALK inh | p53null 39C tox | B2AR arrestin ag | PTAP-TSG101 blk | FH mod
O=C(NCc1ccccc1F)C1CCN(c2nn3cc(-c4ccc(F)cc4)nc3s2)CC1 | -9% | 7% | 0% | -7% | 1% | 4% | -9%
CNC(=O)c1cnc2sc(N3CCC(C)CC3)nn2c1=O | x | -22% | -2% | -21% | 0% | -3% | x
Cc1cccc(CNC(=O)Cn2c(-c3cccs3)cc3ccccc32)c1 | -1% | -8% | 3% | -12% | -1% | -4% | -23%
CCOc1ccccc1NC(c1nnc(-c2ccccc2)o1)c1ccc(F)cc1Cl (configuration not stated) | u | 11% | 1% | 7% | 0% | -1% | -18%
CCc1ccc(CNC(=O)c2sc3ncnc(N(C)C4CCCCC4)c3c2C)cc1 | -3% | 29% | -6% | 74%[activator] | -3% | -1% | -21%
COc1cccc(Cn2c(=O)n(CCc3ccccc3)c(=O)c3c2c2cc(OC)ccc2n3C)c1 | 4% | -1% | 0% | 4% | -1% | 2% | 2%
Cc1cc(C)c2oc(C(=O)Nc3ccc(S(=O)(=O)N4CCCCCC4)cc3)cc(=O)c2c1 | 0% | 0% | -3% | -3% | 0% | 0% | 0%
CCOc1ccc(CN2CCN(S(=O)(=O)c3ccc(Cl)cc3)CC2)cc1 | -26% | 2% | -3% | 11% | 1% | -2% | -13%
Cc1cc(C(=O)Nc2ccc(Cl)cc2)c2c(C)nn(-c3ccccc3)c2n1 | -3% | -13% | 1% | 8% | -1% | -2% | -2%
Cc1ccc(OCC(=O)Nc2ccc3nc(SCC(=O)Nc4ccc(C)cc4C)sc3c2)cc1 | -6% | -7% | 0% | -17% | 9% | 4% | 1%
COc1ccc(CNC(=O)c2nnn(CC(=O)Nc3cc(C)cc(C)c3)c2N)cc1 | -25% | 1% | 3% | 28% | 0% | 0% | -2%
Cc1cc2c(cc1NS(=O)(=O)c1ccc(NC(=O)CC(C)C)cc1)n(C)c(=O)c(=O)n2C | 11% | -1% | -3% | 1% | 0% | -1% | -16%

Looked up by compound from the entries so far:
SMILES | NTMT1 inhibitor | p53null 32C tox | GALK inh | p53null 39C tox | B2AR arrestin ag | PTAP-TSG101 blk | FH mod
CCc1ccc(CNC(=O)c2sc3ncnc(N(C)C4CCCCC4)c3c2C)cc1 | -3% | 29% | -6% | 74%[activator] | -3% | -1% | -21%
COc1ccc(CNC(=O)c2nnn(CC(=O)Nc3cc(C)cc(C)c3)c2N)cc1 | -25% | 1% | 3% | 28% | 0% | 0% | -2%

The results go on:
SMILES | NTMT1 inhibitor | p53null 32C tox | GALK inh | p53null 39C tox | B2AR arrestin ag | PTAP-TSG101 blk | FH mod
Cc1ccc(S(=O)(=O)Nc2cccc(-c3cn4cccc(C)c4n3)c2)c(C)c1 | 10% | 10% | 0% | 17% | 0% | -4% | u
CC(=O)N1CCc2c(sc3c2c(=O)n(Cc2ccccc2)c(=O)n3Cc2cc(C)ccc2C)C1 | u | -2% | -5% | -6% | 0% | -11% | -22%
Cc1cc(F)ccc1NC(=O)C(c1ccccc1)N1Cc2ccccc2C1=O (configuration not stated) | -8% | -8% | 0% | -5% | 2% | -4% | -21%
CCOC(=O)N1CCN(Cc2nc3cc(NC(=O)c4ccc(OC)cc4)ccc3n2C(C)C)CC1 | 15% | -11% | 4% | 7% | -3% | -8% | -15%
O=C(COc1ccccc1F)Nc1ccc2nc(SCC(=O)N3CCCC3)sc2c1 | 2% | u | 1% | u | -4% | -2% | -30%
COc1ccc(N2CCN(Cc3cc(=O)oc4ccc(OC)cc34)CC2)cc1 | 6% | 5% | -1% | 12% | -3% | -2% | 4%
CCC(=O)N1CCc2cc(Br)cc(S(=O)(=O)CCC(=O)NCCc3ccc(C)cc3)c21 | -3% | 2% | 0% | 18% | 0% | -1% | -31%
CCOc1ccc(NCc2cccn2-c2nnc(N3CCC(C(=O)NCc4ccc(C)cc4)CC3)s2)cc1 | 2% | -1% | -3% | -8% | 0% | -2% | -18%
Cc1c(C(=O)Nc2ccc(C(=O)O)cc2)nnn1-c1ccccc1 | 0% | 13µM* | 0% | u | -2% | -4% | -3%
COc1cccc(CNC(=O)C(NS(=O)(=O)c2cccs2)C(C)C)c1 (configuration not stated) | 4% | 6% | 7% | 10% | 0% | -1% | -14%
CCOC(=O)c1ccc(N2C(=O)c3[nH]nc(-c4ccc(C)cc4)c3C2c2cccc(F)c2)cc1 (configuration not stated) | -8% | 20% | 0% | 59%[activator] | -2% | 2% | u
CCOc1ccc(-c2oc3cc(Cl)ccc3c(=O)c2O)cc1OC | 7% | u | 8% | 16µM* | 0% | 0% | 5%
CC(=O)c1ccc(NC(c2ccc(F)cc2)c2nnc(-c3ccccc3)o2)cc1 (configuration not stated) | 8% | -3% | 3% | -13% | 2% | -6% | -3%
CC(=O)c1ccc(NC(=O)CSc2ccc3nc(-c4ccccc4)cn3n2)cc1 | -10% | -25% | u | -31% | 0% | 2% | 4%
O=S(=O)(c1ccc(Cl)cc1)c1nc(-c2cccs2)oc1SCc1ccccc1F | 5% | 5% | 2% | -8% | -1% | -2% | -15%
Cc1cc(C)cc(OCCCn2c(CCNC(=O)C3CCCCC3)nc3ccccc32)c1 | 3% | 49%[activator] | -11% | u | -3% | -12% | u
COc1ccc(N(Cc2cc3cccc(C)c3[nH]c2=O)C(=O)c2cccc(Cl)c2)cc1 | 2% | 23% | 1% | 7% | 0% | -4% | -15%
COc1ccc(CNC(=O)CCn2nc(C)c3c(C)n(-c4ccccc4)nc3c2=O)cc1OC | 12% | 2% | -1% | 8% | 2% | 0% | -9%
CCOC(=O)C1CCCN(C(=O)c2nn(-c3ccc(C)cc3)c(=O)c3c2c2ccccc2n3C)C1 (configuration not stated) | -1% | 2% | 8% | -7% | 1% | -1% | -4%
COc1ccc(NC(=O)c2cccc(N3CCCS3(=O)=O)c2)cc1OC | -1% | -12% | -2% | -3% | 0% | 3% | -15%
CCc1ccc(NC(=O)CN2C(=O)CCSc3ccccc32)cc1 | 6% | -7% | 6% | -21% | 0% | -3% | 2%
Cc1cccc(NC(=O)c2ccc3[nH]c(C)cc(=O)c3c2)c1 | u | 1% | 4% | 6% | -1% | 3% | -14%
Cn1c(=O)c(=O)n(C)c2cc(N3CCCC3)c(NC(=O)c3ccc(C(C)(C)C)cc3)cc21 | u | -7% | -1% | -5% | 1% | -1% | u
CCOC(=O)c1c(C)[nH]c(C)c1S(=O)(=O)N1CCCC(C(=O)N2CCN(c3cccc(Cl)c3)CC2)C1 (configuration not stated) | 9% | 12% | -2% | 7% | -1% | -3% | -41%
Cc1ccc(CSc2ncc(Cl)c(C(=O)Nc3nc4ccc(C)cc4s3)n2)cc1 | 10% | -6% | 0% | -4% | 0% | -4% | -1%
COc1ccc(-c2cc(C)no2)cc1S(=O)(=O)N1CCN(c2ccc(C(C)=O)cc2)CC1 | 8% | -6% | 0% | -15% | 0% | -1% | -12%
CN(C)c1ccc(C(CNS(=O)(=O)c2ccc(Cl)cc2)N2CCCC2)cc1 (configuration not stated) | u | 6% | -3% | 0% | 0% | 3% | -1%
CCOC(=O)c1c(C)oc2nc(C)nc(NCC3CCN(Cc4ccc(Cl)cc4)CC3)c12 | 0% | 4% | 1% | 3% | 0% | 0% | -14%
O=C(CNC(=O)c1ccccc1F)OCc1cc(=O)n2ccsc2n1 | 7% | -9% | 1% | -12% | -1% | 1% | -11%
CCOc1ccc(NC(=O)CCc2c(C)nc3c(c(C)nn3-c3ccccc3)c2C)cc1 | -5% | 2% | -1% | -3% | -4% | 5% | -3%
Cc1cc(C)c(Cn2c(=O)n(CCCCCC(=O)NCc3ccc4c(c3)OCO4)c(=O)c3sccc32)c(C)c1 | -3% | -2% | 3% | 19% | -1% | 1% | 7%
Cc1nc2nc(NC(=O)c3ccc(C(C)(C)C)cc3)[nH]n2c(=O)c1Cl | -1% | -1% | 0% | -3% | -1% | 0% | -11%
Cc1nn2c(=O)cc(COC(=O)c3ccc(C(C)(C)C)cc3)nc2s1 | 0% | 3% | 1% | -10% | 0% | -2% | -11%
O=C(CN1C(=O)COc2ccc(S(=O)(=O)N3CCCC3)cc21)NCCc1ccc(Cl)cc1 | -2% | 0% | -1% | 29% | 1% | 0% | -20%
COC(=O)c1c(C)sc(-c2c(-c3ccc4c(c3)OCCO4)[nH]c3[nH]c(=O)[nH]c(=O)c23)c1O | u | 8% | -5% | -9% | -3% | 9% | u
CCOC(=O)c1ccccc1NC(=O)CSc1cc(C)[nH]c(=O)n1 | -2% | -3% | 1% | -10% | -3% | -3% | -18%
Cc1[nH]c(=O)[nH]c(=O)c1C1N2CC3(C(C)C)CN1CC(C(C)C)(C2)C3=O (configuration not stated) | 9% | -4% | u | 3% | 6% | -9% | 4%
Cc1ccc(CS(=O)(=O)Cc2ccc(C(=O)NCCc3ccc(Cl)cc3)o2)cc1 | 18% | -4% | -1% | 7% | -1% | 1% | 2%

Grouped by structure, the entries above containing fluorine
SMILES | NTMT1 inhibitor | p53null 32C tox | GALK inh | p53null 39C tox | B2AR arrestin ag | PTAP-TSG101 blk | FH mod
O=C(NCc1ccccc1F)C1CCN(c2nn3cc(-c4ccc(F)cc4)nc3s2)CC1 | -9% | 7% | 0% | -7% | 1% | 4% | -9%
CCOc1ccccc1NC(c1nnc(-c2ccccc2)o1)c1ccc(F)cc1Cl (configuration not stated) | u | 11% | 1% | 7% | 0% | -1% | -18%
Cc1cc(F)ccc1NC(=O)C(c1ccccc1)N1Cc2ccccc2C1=O (configuration not stated) | -8% | -8% | 0% | -5% | 2% | -4% | -21%
O=C(COc1ccccc1F)Nc1ccc2nc(SCC(=O)N3CCCC3)sc2c1 | 2% | u | 1% | u | -4% | -2% | -30%
CCOC(=O)c1ccc(N2C(=O)c3[nH]nc(-c4ccc(C)cc4)c3C2c2cccc(F)c2)cc1 (configuration not stated) | -8% | 20% | 0% | 59%[activator] | -2% | 2% | u
CC(=O)c1ccc(NC(c2ccc(F)cc2)c2nnc(-c3ccccc3)o2)cc1 (configuration not stated) | 8% | -3% | 3% | -13% | 2% | -6% | -3%
O=S(=O)(c1ccc(Cl)cc1)c1nc(-c2cccs2)oc1SCc1ccccc1F | 5% | 5% | 2% | -8% | -1% | -2% | -15%
O=C(CNC(=O)c1ccccc1F)OCc1cc(=O)n2ccsc2n1 | 7% | -9% | 1% | -12% | -1% | 1% | -11%
